Source: PubChem (Sanford-Burnham Center for Chemical Genomics)
SENP7 block: SENP7 protease inhibition; 330,000 compounds, 1.5% hits; inhibition, % at 5 µM; AID 434973; recombinant SENP7, Z-RLRGG-aminoluciferin luminescence, 40 min; Q9BQF6;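 active = inhibition above about 50% at the single test dose, limit read from the data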;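 also: plate controls were DMSO with enzyme for no effect and no enzyme buffer wells for full effect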
Target sequence (Q9BQF6 706-1050 limits assumed): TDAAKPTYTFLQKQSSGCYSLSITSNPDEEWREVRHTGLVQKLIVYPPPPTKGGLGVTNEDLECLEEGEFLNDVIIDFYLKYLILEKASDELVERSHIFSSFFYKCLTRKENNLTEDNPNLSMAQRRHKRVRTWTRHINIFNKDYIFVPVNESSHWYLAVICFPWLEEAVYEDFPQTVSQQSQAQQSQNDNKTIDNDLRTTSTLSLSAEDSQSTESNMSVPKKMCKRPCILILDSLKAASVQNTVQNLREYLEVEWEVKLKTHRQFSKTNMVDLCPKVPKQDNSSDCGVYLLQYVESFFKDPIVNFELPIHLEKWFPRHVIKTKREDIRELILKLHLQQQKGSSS
HKDC1 inhibitor: HKDC1 (human) hexokinase inhibition; recombinant HKDC1, G6PDH/diaphorase resazurin coupled fluorescence; inhibition, % at 20 µM; 340,000 compounds, 0.16% hits;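 active = inhibition above about 35% when tested at 20 µM, limit read from the data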;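 also: plate controls were DMSO wells with enzyme for no effect and DMSO wells lacking enzyme for full effect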
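Incubation: 90 min at room temperature in dark / Material: recombinant HKDC1 (HK5) hexokinase enzyme, produced in-house / Quantity: enzyme 5 µg/mL final / Compound: one dose of 20 µM, 1% DMSO / Reagent: glucose and ATP substrates / Buffer or medium: Tris pH 8.0 buffer with MgCl2, Tween-20, BSA, BME / Technique: resorufin fluorescence at 613 nm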
UBC13 inh: inhibitors of human UBC13 polyubiquitin chain formation; P61088; TR-FRET; inhibition, % at 20 µM; 330,000 compounds, 0.47% hits; AID 485273; in the data active = inhibition above about 45%, passing the limit was not always enough
Target sequence (P61088 whole entry, looked up): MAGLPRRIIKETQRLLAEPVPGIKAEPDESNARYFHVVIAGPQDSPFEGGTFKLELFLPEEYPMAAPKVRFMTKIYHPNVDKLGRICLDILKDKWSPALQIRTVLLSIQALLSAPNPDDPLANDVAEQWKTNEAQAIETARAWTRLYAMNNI
SENP8 block-1: SENP8 (human) protease inhibition; Q96LD8; recombinant SENP8, Nedd8 substrate fluorescence; inhibition, % at 20 µM; 360,000 compounds, 0.64% hits; AID 602440; in the data active = inhibition mostly above about 40%, no sharp cut-off; inactive = mostly below about 27%
Target sequence (Q96LD8 whole entry, looked up): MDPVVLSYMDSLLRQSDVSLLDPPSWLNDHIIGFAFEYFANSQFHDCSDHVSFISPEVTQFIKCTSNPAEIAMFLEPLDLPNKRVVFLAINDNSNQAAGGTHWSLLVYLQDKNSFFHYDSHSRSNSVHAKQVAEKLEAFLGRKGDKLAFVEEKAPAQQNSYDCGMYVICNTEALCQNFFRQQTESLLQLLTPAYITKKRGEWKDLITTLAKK
SENP8 block-2: blocks the human protease SENP8 | Q96LD8 | purified SENP8, Z-RLRGG-aminoluciferin cleavage, luminescence | inhibition, % at 10 µM | 330,000 compounds, 1.2% hits | AID 2540; in the data active = inhibition above about 50%
beta cell repl: inducers of beta-cell replication in MIN6 cells; proliferation, % at 10 µM; 330,000 compounds, 0.29% hits; AID 2380; MIN6 cells proliferation, ATPlite luminescence, 48 h; cells starved in 0.2% serum; 100% = growth in 10% serum;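 active = compounds whose signal lies at least 3.5 SD above the mean of all wells on their plate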;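 also: 0% = DMSO-treated cells in low-serum medium and 100% = 10% serum control; some compounds called inactive have numbers as strong as hits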
SENP6 inh: blocks the human protease SENP6 | Q9GZR1 | Recombinant SENP6 catalytic domain, aminoluciferin luminescence | inhibition, % at 10 µM | 330,000 compounds, 1.8% hits;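 active = inhibition above about 50% at the single tested dose, limit read from the data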;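 also: plate controls were DMSO wells with enzyme for no effect and DMSO wells lacking enzyme for full effect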
SENP1 FRET inh: inhibitors of human SENP1 SUMO protease catalytic domain; Q9P0U3; 360,000 compounds, 0.21% hits; inhibition, % at 10 µM; recombinant SENP1 catalytic domain, CyPet-SUMO1-YPet FRET cleavage;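 active = inhibition at least 30% at 10 µM, raw YFP signal under a set limit, fluorescence ratio 0.5 to 1.5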;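 also: 0% = enzyme with DMSO and 100% = no enzyme wells; some results filed as inactive read as strong as hits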
Target sequence (Q9P0U3 419-644 limits assumed): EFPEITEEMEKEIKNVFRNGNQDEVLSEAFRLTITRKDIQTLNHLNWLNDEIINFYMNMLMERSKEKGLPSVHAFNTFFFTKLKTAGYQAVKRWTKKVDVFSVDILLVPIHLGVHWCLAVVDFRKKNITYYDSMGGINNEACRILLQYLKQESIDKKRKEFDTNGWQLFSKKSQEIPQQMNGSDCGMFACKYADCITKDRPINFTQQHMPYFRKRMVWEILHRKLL
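system = hSENP1 catalytic domain, recombinant | reagent = SFCypet-SUMO1-SFYpet substrate at 25 nM | doses = one dose per compound, 10 µM, 0.5% DMSO | incubation = enzyme reaction for 50 min at room temperature, dark | measured by = FRET, CFP and YFP emission | controls = no-enzyme low, enzyme-DMSO high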
PfG6PD inh: PfG6PD (Plasmodium falciparum) enzyme inhibition; 350,000 compounds, 0.78% hits; AID 504690; inhibition, % at 20 µM; PfGluPho enzyme, NADPH resazurin-diaphorase fluorescence;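 active = inhibition reaching at least a set limit at 20 µM in the primary screen, cut at about 59% in these data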;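 also: 0% = DMSO wells with substrate and 100% = DMSO wells lacking glucose-6-phosphate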
Active calls of the source: *; . = no result given.

The opening 2 compounds as a preview:
SMILES	SENP7 block	HKDC1 inhibitor	UBC13 inh	SENP8 block-1	SENP8 block-2	beta cell repl	SENP6 inh	SENP1 FRET inh	PfG6PD inh
COc1cccc(-n2c(SCC(=O)NCCC3=CCCCC3)nc3n[nH]c(C)c3c2=N)c1	9	-2	10	.	-6	-2	-19	.	8
O=C(CNC(=O)c1ccc(Br)cc1)NCC(=O)OCc1ccc(Cl)cc1	-4	-8	-8	6	-14	-2	-9	3	-10

All compounds of this part, previewed entries included:
SMILES	SENP7 block	HKDC1 inhibitor	UBC13 inh	SENP8 block-1	SENP8 block-2	beta cell repl	SENP6 inh	SENP1 FRET inh	PfG6PD inh
COc1cccc(-n2c(SCC(=O)NCCC3=CCCCC3)nc3n[nH]c(C)c3c2=N)c1	9	-2	10	.	-6	-2	-19	.	8
O=C(CNC(=O)c1ccc(Br)cc1)NCC(=O)OCc1ccc(Cl)cc1	-4	-8	-8	6	-14	-2	-9	3	-10
Cc1cccc(NC(=O)Cn2c(=O)oc3cc(S(=O)(=O)N4CCCC4)ccc32)n1	-7	-9	0	9	1	4	-1	6	7
N#C/C(=N\Nc1ccc(Br)cc1)C(=N)N1CCOCC1	3	-13	6	27	0	-1	-26	0	17
Cn1c(SCC(=O)Nc2cccc(S(=O)(=O)NC3=NCCCCC3)c2)nnc1-c1ccccc1	6	0	-6	12	1	-4	-3	0	-7
Cc1cc(C(=O)NCC(c2cccs2)N2CCOCC2)ccc1[N+](=O)[O-] (stereo not given)	5	-8	12	5	6	1	-5	2	9
CCOC1CCCCC1NS(=O)(=O)c1ccc(Cl)cc1 (stereo not given)	3	-8	-3	5	-3	-2	-2	0	-12
O=C(O)c1ccccc1N(Cc1ccccc1)C(=O)CO/N=C/c1ccccc1	-1	-12	0	-1	1	2	-8	2	-5
O=C(CCC(=O)c1ccccc1)Nc1ccccc1	-4	-3	-2	15	-5	-2	-13	2	12
CC(C(=O)NC1(C#N)CCCCC1)N(C)CC(=O)Nc1ccc(Cl)c(Cl)c1 (stereo not given)	-8	-4	9	1	-15	-3	-16	3	6
CC(=O)Nc1ccc2c(c1)Cc1ccc(Cl)cc1-2	.	4	.	-55	.	.	.	0	-6
Cn1c(=O)n(C)c2cc(/C=N/NC(N)=S)ccc21	-5	-1	-3	-44	7	-5	-6	-9	1
CN(c1ccccc1C(=O)Nc1cccnc1)S(C)(=O)=O	-3	-2	-11	7	-3	-1	27	-117	-3
O=C(CCCc1ccccc1)NCc1ccc(F)cc1	-8	10	-5	10	-15	0	-9	0	9
O=C(NCN1CCOCC1)c1cnccn1	-8	-4	3	1	-6	2	-23	-1	7
C=CCn1c(SCC(=O)c2c(N)n(C)c(=O)n(C)c2=O)nc2sc(C)c(C)c2c1=O	-3	8	-17	17	-4	-1	3	2	-19
CCC1(c2ccc(F)cc2)NC(=O)N(CC(=O)Nc2ccccc2Cl)C1=O (stereo not given)	-11	-4	-1	6	-7	0	-22	0	-2
CC(C)NC(=S)N1CCN(S(=O)(=O)c2cccc(C(F)(F)F)c2)CC1	-5	0	5	33	-3	0	-1	-2	-25
COC(=O)c1cc2occc2n1Cc1cccc(C)c1	5	-3	-7	3	3	-3	-11	-2	-4
O=C1C[C@@H]2c3c(cccc3CN1Cc1ccccc1Br)C[C@@H](O)[C@H]2O	.	-2	.	10	.	.	.	2	19
COc1c(C(=O)NNC(=O)c2ccccc2)csc1Br	4	1	3	13	-7	-2	2	2	9
Cc1ccccc1N(CC(=O)NC(C)(C)C)C(=O)CS(=O)CC(=O)Nc1ccc2c(c1)OCO2 (stereo not given)	1	4	4	6	-6	-3	-10	2	-3
COc1ccc(C2NC(=S)NC(O)(C(F)(F)F)C2C(=O)c2cccs2)cc1 (stereo not given)	-10	-4	-22	7	-7	0	-15	2	6
O=C(CSc1nc2ccccc2c(=O)n1NC(=O)Cc1ccccc1)NCc1ccco1	-6	9	-2	13	-3	-1	8	3	-11
O=C(COc1ccccc1Cl)Nc1ccccc1C(=O)N1CCOCC1	-13	4	-2	7	4	-1	-2	0	6
CN1/C(=C/c2cccc[n+]2CCO)Sc2ccccc21	2	-3	-6	5	-4	-3	7	0	-5
CCc1ccc(C(=O)OCC(=O)NCC(F)(F)F)cc1	0	12	3	15	0	2	-2	2	-2
Cc1ccc(C(=O)Nc2cccc(NC(=O)c3ccc(C)o3)n2)o1	-1	2	-2	1	-10	0	8	-6	0
C=CCSc1nc(C)c2cc(C)cc(C)c2n1	0	1	-1	-139	1	-2	-18	-2	14
O=[N+]([O-])/C(=C\Nc1ccc(F)cc1F)S(=O)(=O)c1ccccc1	-3	0	-13	0	-1	-1	-14	1	-6
C[C@@H]1CC[C@@]2(OC1)O[C@H]1C[C@H]3[C@@H]4CC=C5C[C@@H](O)[C@H](O)C[C@]5(C)C4CC[C@]3(C)[C@H]1[C@@H]2C (stereo not given in full)	-3	2	3	12	-18	-5	-6	0	9
COc1ccc(CN2CC(=O)N(c3ccc(C)cc3)C2=S)cc1OC	6	19	11	1	-3	-2	8	2	-18
CCN(N=O)c1ccc(C=C2C=Cc3ccccc32)cc1	.	3	.	69*	.	.	.	15	41
O=C1N=C(N2CCN(c3ccccc3)CC2)S/C1=C\c1cn[nH]c1-c1ccccc1	2	-9	8	-15	-4	-1	-27	0	-6
O=C(CCCN1C(=O)c2ccccc2C1=O)Nc1ccccc1C(=O)N1CCOCC1	-5	-4	-5	21	-7	3	-4	3	15
CCOC(=O)CNc1c(-c2ccc(Cl)cc2)nc2cnccn12	-7	0	14	-458	-10	-3	-12	-14	-13
COc1ccc(CCn2c(S)nc3ccccc3c2=O)cc1	9	4	-3	22	-4	-1	6	0	5
CCOc1ccc(NC(=O)CN(C)C(=O)c2cccnc2Sc2ccc(C)c(C)c2)cc1OCC	-9	-3	-5	16	-6	-3	-9	3	-6
CCOC(=O)CC1COc2ccccc2N1C(=O)c1ccc(F)cc1 (stereo not given)	6	6	-2	17	8	2	-3	3	2
CCOCCc1nnc(NC(=O)c2cccc(F)c2)s1	8	-1	-2	9	-6	0	12	0	2
Cc1cccc(NC(=O)c2ccccc2OCC(=O)c2ccccc2)c1	-7	-4	1	3	0	-4	-7	1	17
C/C(=N\NC(=O)c1cccc(S(=O)(=O)N2CCOCC2)c1)c1ccc(C#N)cc1	-10	-2	-10	7	2	-5	-3	0	0
C/C(CC(=O)N1CCCC1)=N\NC(=O)c1cc2ccccc2cc1O	-1	-1	-11	5	-3	2	-4	3	20
CCC(NC(=O)c1ccccc1NC(=O)c1ccccc1)C(=O)NNC(=O)c1cccnc1 (stereo not given)	0	2	7	9	25	3	-12	-1	-16
O=[N+]([O-])c1cccc(N=Cc2ccccc2)c1	.	-3	.	23	.	.	.	1	-10

One compound at a time, as listed above. Order of values: SENP7 block, HKDC1 inhibitor, UBC13 inh, SENP8 block-1, SENP8 block-2, beta cell repl, SENP6 inh, SENP1 FRET inh, PfG6PD inh
`C/C(CC(=O)N1CCCC1)=N\NC(=O)c1cc2ccccc2cc1O` is entered as -1, -1, -11, 5, -3, 2, -4, 3, 20
`CCC(NC(=O)c1ccccc1NC(=O)c1ccccc1)C(=O)NNC(=O)c1cccnc1` (stereo not given) is entered as 0, 2, 7, 9, 25, 3, -12, -1, -16
`O=[N+]([O-])c1cccc(N=Cc2ccccc2)c1` is entered as ., -3, ., 23, ., ., ., 1, -10
`CCOCCc1nnc(NC(=O)c2cccc(F)c2)s1` is entered as 8, -1, -2, 9, -6, 0, 12, 0, 2
`C/C(=N\NC(=O)c1cccc(S(=O)(=O)N2CCOCC2)c1)c1ccc(C#N)cc1` is entered as -10, -2, -10, 7, 2, -5, -3, 0, 0

The list goes on:
SMILES	SENP7 block	HKDC1 inhibitor	UBC13 inh	SENP8 block-1	SENP8 block-2	beta cell repl	SENP6 inh	SENP1 FRET inh	PfG6PD inh
Cn1c(SCC(=O)NCc2ccc3c(c2)OCO3)nnc1C1COc2ccccc2O1 (stereo not given)	-5	0	0	17	-1	-1	-14	-3	-4
O=C(Nc1cccc(NC(=O)c2ccc(-c3cccc(Br)c3)o2)c1)c1ccco1	0	-11	10	-30	1	-4	-33	1	12
Cc1nc2ccccc2c(=O)n1NC(=O)c1cccc(Cl)c1	-3	-2	7	17	-6	2	4	-1	-8
CCOc1cccc(C(=O)Nc2cccc(C(=O)NC(C)(C)C)c2)c1	3	-12	-6	18	-1	0	0	0	-1
O=C(O)c1ccc(/C=N\Nc2ccccn2)cc1	95*	-2	-11	-3	89*	-3	92*	2	-2
Cc1ccc(-c2cc(-c3ccc4c(c3)OCO4)c(C#N)c(N)n2)o1	-1	3	5	-272	2	-2	4	-24	7
COc1cccc(N2C(=NC(=O)C3CCCO3)SC3CS(=O)(=O)CC32)c1 (stereo not given)	12	1	-4	8	0	-3	10	2	-10
COc1ccc(N2CCN(C(=O)COC(=O)CNC(=O)c3ccc(Cl)cc3Cl)CC2)cc1	2	-6	-13	21	3	-4	-1	3	-1
COc1ccc(-c2c(C3=CCCCC3)oc3ccc(-c4ccc5c(c4)OCO5)cc23)cn1	-12	1	-29	-374	-4	-8	-7	-2	10
CC(C)OP(=O)(OC(C)C)C(O)c1cccc([N+](=O)[O-])c1 (stereo not given)	7	-6	-6	10	-6	0	-6	2	-5
C[C@@H](NC(=O)[C@@H]1Cc2ccccc2CN1C(=O)OC(C)(C)C)C(=O)NCC1CCCO1 (stereo not given in full)	2	0	-10	14	-2	5	9	2	-23
CCOC(=O)N1CCN(c2cc(=O)n(-c3cccc(Br)c3)c(=O)[nH]2)CC1	1	-2	3	-4	8	-1	-2	-6	10
CC(=O)OC1CC(c2cc(C(C)(C)C)c(O)c(C(C)(C)C)c2)=NO1 (stereo not given)	6	-4	-3	20	-2	1	-8	0	18
